Screens as filed in PubChem BioAssay.
TEAD-YAP inh: TEAD-YAP interaction inhibition | AID 1259422 | 1.4% of 640,000 active | inhibition, % at 9.12 µM | HEK-TIYL cells, TEAD-Gal4/YAP UAS-luciferase luminescence; in the data active means inhibition above about 32%;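 further: 0% = median of test compound wells and 100% = reference inhibitor wells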
MITF primary: human MITF inhibition, primary screen; 0.91% of 650,000 active; inhibition, % at 2.6 µM; O75030; AID 1259374; AlphaScreen MITF homodimerization, bead proximity signal; in the data active means inhibition above about 50%;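 further: 0% = vehicle wells with protein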
Target sequence (O75030 whole entry, looked up): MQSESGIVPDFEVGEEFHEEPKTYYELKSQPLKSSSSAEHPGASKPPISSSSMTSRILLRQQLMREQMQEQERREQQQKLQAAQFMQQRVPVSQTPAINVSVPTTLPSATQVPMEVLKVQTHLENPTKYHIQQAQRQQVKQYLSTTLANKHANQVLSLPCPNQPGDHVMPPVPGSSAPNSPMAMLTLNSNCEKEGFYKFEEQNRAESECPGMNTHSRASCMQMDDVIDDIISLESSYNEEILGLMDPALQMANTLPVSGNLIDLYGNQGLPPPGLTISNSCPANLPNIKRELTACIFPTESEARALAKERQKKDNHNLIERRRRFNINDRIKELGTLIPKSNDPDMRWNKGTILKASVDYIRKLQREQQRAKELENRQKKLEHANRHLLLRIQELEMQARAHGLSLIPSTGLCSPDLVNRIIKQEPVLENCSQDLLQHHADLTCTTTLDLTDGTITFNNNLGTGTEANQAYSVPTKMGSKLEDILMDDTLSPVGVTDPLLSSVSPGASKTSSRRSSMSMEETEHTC
FBW7 activator: activators of human E3 ligase FBW7. Q969H0. AlphaScreen FBW7–phospho-cyclin E peptide binding, activator screen. normalized activity (activation), % at 26.1 µM. 0.13% of 650,000 active; in the data active means normalized activity above about 1.9%;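 further: purified mutant Fbw7 with reduced substrate affinity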
GPR151 activ: activators of human GPR151 | 1% of 650,000 active | AID 1508602 | Q8TDV0 | activation, % at 11.2 µM | PathHunter beta-arrestin GPR151 cells, luminescence; in the data active means activation above about 4.9%;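 further: 0% = median of compound wells and 100% = cells with positive control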
Target sequence (Q8TDV0 whole entry, looked up): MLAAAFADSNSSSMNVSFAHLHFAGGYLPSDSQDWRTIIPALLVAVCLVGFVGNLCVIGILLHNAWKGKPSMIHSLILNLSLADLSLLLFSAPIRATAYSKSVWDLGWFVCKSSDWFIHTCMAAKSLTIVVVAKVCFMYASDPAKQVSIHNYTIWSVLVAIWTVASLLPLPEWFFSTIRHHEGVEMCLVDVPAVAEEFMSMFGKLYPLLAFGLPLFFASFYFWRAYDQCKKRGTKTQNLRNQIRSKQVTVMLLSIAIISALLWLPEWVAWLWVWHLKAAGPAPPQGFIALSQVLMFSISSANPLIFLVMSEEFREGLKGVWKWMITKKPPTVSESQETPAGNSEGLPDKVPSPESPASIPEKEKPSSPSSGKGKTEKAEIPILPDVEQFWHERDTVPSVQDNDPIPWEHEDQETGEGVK
An asterisk follows results filed as active.

nr	canonical_smiles	TEAD-YAP inh	MITF primary
1	COc1ccc(CCn2c(C)cn3c4c(=O)n(CC(N)=O)c(=O)n(C)c4nc23)cc1OC	2	3
2	COC(=O)C(c1cc(C)c(O)c(C)c1)(c1cc(C)c(O)c(C)c1)C(F)(F)F	-9	8
3	CC(NC(=O)c1ccccc1)C(=O)N=Nc1c(O)[nH]c2ccc([N+](=O)[O-])cc12 (centres undefined)	-18	4
4	CC1CCN(S(=O)(=O)c2ccc(F)c(C(=O)NCc3cccs3)c2)CC1	-11	-10
5	N#Cc1c(SCC(=O)Nc2ccc(Cl)cc2)nc2c(c1-c1ccco1)CCCC2	3	0
6	COc1ccc(NC(=O)/C=C/c2ccc(C(C)(C)C)cc2)cc1	-8	-1
7	COc1cccc(/C=C/C(=O)OCC(=O)c2ccccc2)c1OC	-5	6
8	CC(=O)c1cccc(-c2nc(NCCO)c3ncn(C(C)C)c3n2)c1	55*	16
9	CC1CCN(C(=O)CC2(c3ccccc3Cl)CC(=O)N(C)C2=O)CC1 (centres undefined)	-38	8
10	Cc1cccc(OCC(=O)Nc2nc(-c3ccccc3)cs2)c1	-4	9

nr	FBW7 activator	GPR151 activ
1	0.0	-0.5
2	0.2	3.7
3	-0.1	0.7
4	0.0	-0.8
5	0.1	-0.9
6	0.1	2.1
7	0.4	-2.1
8	0.1	2.1
9	0.2	-0.5
10	1.1	-0.6

Next section:
nr	canonical_smiles	TEAD-YAP inh	MITF primary
11	O=S(=O)(Nc1ccc(Cl)cc1)c1ccc(Br)s1	10	2
12	O=C(CNC(=O)c1ccc(Cl)cc1)N/N=C/c1c(O)ccc2ccccc12	9	9
13	COc1ccc(C(=O)Nc2ccccc2C(=O)Nc2cccc(C(=O)O)c2)cc1	-1	6
14	COc1ccc(C2OC(=O)C(C)(C)C(=O)C23CCCCC3)cc1OC (centres undefined)	-12	-11
15	COCCn1c(Cc2cccn2C)nnc1SCC(=O)Nc1nccs1	11	5
16	COc1cccc(C(=O)Nc2sc3c(c2C#N)CCC(C)C3)c1OC (centres undefined)	-3	12
17	COc1ccccc1NC(=O)c1ccc2oc(=O)c(S(=O)(=O)c3ccc(C)cc3)cc2c1	2	-6
18	COC(=O)N/N=C1\CCCc2c(C)cc(C)cc21	-9	15
19	C=Cc1ccc(Cn2c(C(=O)O)c(CNCc3ccc(Cl)cc3)c3ccccc32)cc1	12	-2
20	COc1ccc(/C(O)=C2/C(=O)C(=O)N(CCN(C)C)C2c2ccc(C)cc2)cc1 (centres undefined)	-1	27

nr	FBW7 activator	GPR151 activ
11	0.0	0.2
12	0.6	-0.7
13	-0.3	3.3
14	-0.2	-1.3
15	0.2	-1.6
16	0.1	-0.7
17	0.6	0.0
18	0.5	1.0
19	-0.4	0.8
20	-0.1	1.4

New compounds follow
nr	canonical_smiles	TEAD-YAP inh	MITF primary
21	CCNC(=O)N(Cc1cc2cccc3c2n(c1=O)CCC3)c1ccc(OC)cc1	16	-5
22	CCNC(=O)NC(=O)COC(=O)c1cc(OC)c(OC)cc1[N+](=O)[O-]	2	-12
23	Cc1ccc(NC(=O)CCc2nc3ccccc3[nH]2)cc1Cl	-8	20
24	COc1cccc(/C=C2\N=C(c3cccc(OC)c3)OC2=O)c1	-1	4
25	O=C(COC(=O)CCC(=O)Nc1nccs1)NCc1ccco1	-12	-2
26	COc1ccc(F)c(C2C(C#N)=C(N)Oc3n[nH]c(C(C)(C)C)c32)c1 (centres undefined)	-8	-4
27	COc1ccc(-n2c(=O)c3ccccc3n(CC(=O)Nc3ccccc3OC)c2=O)cc1	4	1
28	COc1ccc(C(=O)NC2CC2)cc1OC1CCN(C2CCCCCC2)CC1	0	3
29	CCOC(=O)N1CCN(c2c(NC(C)(C)C)c(=O)c2=O)CC1	-28	-10
30	CCN(CCCNC(=O)c1nn(-c2cccc(OC)c2)c(=O)c2ccccc12)c1ccccc1	-8	-10

nr	FBW7 activator	GPR151 activ
21	-0.1	-0.3
22	-0.1	-0.2
23	-0.3	0.6
24	-0.1	0.1
25	-0.1	-0.2
26	-0.1	-0.7
27	0.2	-1.0
28	-0.3	-0.4
29	0.3	-0.3
30	0.1	-1.7

Next structures
nr	canonical_smiles	TEAD-YAP inh	MITF primary
31	CC(C)(C)c1ccc(C(=O)N2CCN(c3ncnc4c3nnn4-c3ccccc3)CC2)cc1	8	15
32	CCOc1ccccc1NC(=O)COC(=O)C(CC(C)C)N1C(=O)C2CC=CCC2C1=O (centres undefined)	-4	1
33	O=S(=O)(c1cccc(C(F)(F)F)c1)N1CCSC1c1ccccc1Cl (centres undefined)	-12	-9
34	O=C(Nc1nnc(-c2ccccc2)o1)c1ccco1	-3	-1
35	CNC(=O)CN(c1ccccc1)S(=O)(=O)c1ccc(Cl)cc1	2	6
36	Cc1ccccc1C(=O)NC(C)c1nnc2n1CCN(CC1CCCCC1)CC2 (centres undefined)	-2	9
37	CCCN(CCC)S(=O)(=O)c1ccc(C(=O)Nc2sc3c(c2C(=O)OC)CCN(C(=O)OCC)C3)cc1	-2	2
38	Cc1c(Br)c([N+](=O)[O-])nn1C(C)C(=O)NCC1CCCO1 (centres undefined)	0	4
39	CN(CC(=O)N1CCc2ccccc21)S(=O)(=O)c1cccc2cccnc12	10	3
40	CCOc1cc(C(=O)Nc2ccc(-c3nc4ccccc4[nH]3)cc2)cc(OCC)c1OCC	18	-4

nr	FBW7 activator	GPR151 activ
31	0.5	-0.2
32	-0.1	-2.2
33	0.1	1.3
34	-0.2	1.5
35	-0.1	0.6
36	0.0	-0.8
37	-0.1	-1.2
38	0.1	-0.2
39	0.0	0.0
40	0.1	2.8

Complete entries, looked up by structure:
CN(CC(=O)N1CCc2ccccc21)S(=O)(=O)c1cccc2cccnc12 is listed with TEAD-YAP inh = 10; MITF primary = 3; FBW7 activator = 0.0; GPR151 activ = 0.0
CCOc1cc(C(=O)Nc2ccc(-c3nc4ccccc4[nH]3)cc2)cc(OCC)c1OCC is listed with TEAD-YAP inh = 18; MITF primary = -4; FBW7 activator = 0.1; GPR151 activ = 2.8

(more compounds)
nr	canonical_smiles	TEAD-YAP inh	MITF primary
41	COc1ccc(NC(=O)C23CC4CC(CC(C4)C2)C3)c(OC)c1	0	11
42	CC(C)(C)NC(=O)c1ccccc1NC(=O)CSc1ccccc1	1	12
43	COc1ccc(-c2ncc(C)c(Nc3ccc(NC(C)=O)cc3)n2)cn1	14	5
44	COc1ccc2cc(C(=O)Nc3ccccc3C)c(=N)oc2c1	-40	11
45	c1cc(CN2CCC(c3ccc4c(c3)OCO4)CC2)ccn1	12	6
46	CCOC(=O)C1CCCN(C(=O)c2cn(C)c3ccc(S(=O)(=O)N(C)C)cc3c2=O)C1 (centres undefined)	-2	20
47	Cc1nn(-c2ccccn2)c2c1C(=O)CC(C)(C)C2Br (centres undefined)	4	16
48	COc1ccccc1CC(C)CC(=O)O (centres undefined)	7	7
49	O=C(c1ccc(-c2ccccc2)c(F)c1)C1CCCN(C(=O)c2ccc[n+]([O-])c2)C1 (centres undefined)	-15	-2
50	CC(=O)Nc1ccc(Nc2nc(NCc3cccnc3)nc3c2ncn3C(C)C)cc1	4	-3

nr	FBW7 activator	GPR151 activ
41	0.0	-0.7
42	0.1	-0.3
43	0.0	-0.4
44	0.1	5.0*
45	-0.1	0.3
46	0.0	0.1
47	0.0	5.8*
48	0.1	1.9
49	-0.2	-1.4
50	-0.3	1.6

The list continues:
nr	canonical_smiles	TEAD-YAP inh	MITF primary
51	O=C(CSC1=NC(=O)C(c2ccccc2)C(=O)N1)Nc1ccccc1Cl (centres undefined)	9	10
52	CCCCOc1ccc(CNn2c(-c3ccc(OC)c(OC)c3)nc3ccccc3c2=O)cc1	0	1
53	O=C(CN1N=NC2C(=O)N(c3ccc(Cl)cc3)C(=O)C21)Nc1ccc(F)cc1F (centres undefined)	4	-5
54	COc1ccc(CCNC(=O)c2ccc3c(c2)nc(SCc2ccc([N+](=O)[O-])cc2)n2c4ccccc4nc32)cc1OC	-3	-24
55	O=C(Cn1cccc1)N1CCN(c2ccccc2)CC1	5	0
56	CCC(CC)C(=O)NCCc1cc2ccc(OC)cc2[nH]c1=O	-14	7
57	Cn1c([N+](=O)[O-])cnc1/C=C(/OC(=O)c1ccccc1)c1ccccc1	-7	-2
58	CCSCCOC(=O)C1=C(C)NC2=C(C(=O)CC(c3ccccc3)C2)C1c1ccc(OC)cc1OC (centres undefined)	-15	17
59	COc1ccc(C(C)=O)cc1COC(=O)c1ccccc1I	4	3
60	CC1CCc2c(sc3ncn(CC(=O)Nc4ccccc4C(F)(F)F)c(=O)c23)C1 (centres undefined)	15	9

nr	FBW7 activator	GPR151 activ
51	0.1	-2.0
52	0.1	1.8
53	0.1	0.0
54	-0.1	-0.8
55	-0.2	4.1
56	-0.3	0.5
57	0.6	1.6
58	2.3*	-0.5
59	0.0	2.3
60	-0.5	-0.2

Molecules above that have a furan ring, fused or not:
nr	canonical_smiles	TEAD-YAP inh	MITF primary
5	N#Cc1c(SCC(=O)Nc2ccc(Cl)cc2)nc2c(c1-c1ccco1)CCCC2	3	0
25	O=C(COC(=O)CCC(=O)Nc1nccs1)NCc1ccco1	-12	-2
34	O=C(Nc1nnc(-c2ccccc2)o1)c1ccco1	-3	-1

nr	FBW7 activator	GPR151 activ
5	0.1	-0.9
25	-0.1	-0.2
34	-0.2	1.5

(cont.)
nr	canonical_smiles	TEAD-YAP inh	MITF primary
61	CCC(=O)Nc1ccc(C2=NNC(=NC3CC3)SC2)cc1	51*	-2
62	CCN(CC)C(=O)Cn1cnc2sc(C(=O)N3CCN(c4ccccc4F)CC3)c(C)c2c1=O	-8	2
63	COc1ccc(N/C=C2/CCCCC2=O)cc1	-53	14
64	O=C(COC(=O)CCc1c[nH]c(=O)[nH]1)Nc1ccccc1	1	-22
65	Cc1ccccc1OCC(=O)Nc1ncc(Cc2cccc(C(F)(F)F)c2)s1	-2	12
66	COc1ccc(S(=O)(=O)n2nc(-c3ccc(OC)cc3OC)cc2N)cc1	14	8
67	COC(=O)c1c(C)[nH]c(C(=O)CN2CC(C)OC(C)C2)c1C (centres undefined)	1	-3
68	CCOC(=O)c1sc(S(N)(=O)=O)c(C(=O)OCC)c1C	6	-1
69	CC(C)c1ccc(NC(=O)C2C3C=CC4(O3)C2C(=O)N(C2CC2)C4C(=O)NC2CCCCC2C)cc1 (centres undefined)	-2	5
70	O=C1N(Cc2cccc(Cl)c2)C[C@@H]2C[C@@H](c3cccn3-c3nccs3)N3CCC[C@@]123	-3	4

nr	FBW7 activator	GPR151 activ
61	-0.1	-2.9
62	0.0	0.2
63	0.1	0.7
64	0.4	-0.5
65	0.2	1.4
66	-0.1	0.9
67	0.1	-0.7
68	-0.1	-0.9
69	0.1	1.7
70	-0.1	-0.5

Remaining list, next part.
nr	canonical_smiles	TEAD-YAP inh	MITF primary
71	O=C(Nc1ccccc1Cl)c1cc2ccccc2o/c1=N\O	-78	9
72	Cc1ccc(Cn2c([N+](=O)[O-])cnc2C)cc1	7	14
73	Cc1ccc(/C=c2\sc3nc4ccccc4n3c2=O)o1	-45	12
74	O=C(Nc1ccc(S(=O)(=O)N2CCc3ccccc32)cc1)c1ccco1	-4	-2
75	NC(CC(=O)O)C(=O)O (centres undefined)	-17	12
76	Cc1ccc(C(=O)Nc2cccc(Br)c2)cc1[N+](=O)[O-]	-26	-8
77	CC1CCCN(S(=O)(=O)c2ccc(Cl)cc2)C1 (centres undefined)	6	-2
78	CCOCCCNC(=O)CSc1ncccc1-c1nc2cc(C)c(C)cc2[nH]1	20	2
79	COc1cc(CC(=O)N2CC[C@@H](c3ccccc3)[C@H](O)C2)cc(OC)c1OC	8	6
80	CC(=O)Nc1ccc(Nc2nc(N3CCCC3CO)nc3c2ncn3C2CCCCC2)cc1 (centres undefined)	-4	-11

nr	FBW7 activator	GPR151 activ
71	0.1	-2.1
72	1.5	-1.1
73	0.5	-0.6
74	-0.3	3.7
75	-0.1	7.8*
76	-0.1	-0.3
77	-0.3	0.1
78	-0.2	-11
79	0.4	-0.5
80	-0.1	-1.6

Later entries
nr	canonical_smiles	TEAD-YAP inh	MITF primary
81	CCN1C(=O)C(=O)N(CC(=O)Nc2ccc(OC(F)(F)F)cc2)C1=O	22	-3
82	CC12CCC(C(=O)Nc3ccc(F)cc3)(CC1=O)C2(C)C (centres undefined)	-8	-3
83	COCCNC(=S)Nc1ccn(C)n1	12	4
84	COc1ccc(CNc2ccnc3c(-c4ccsc4)cnn23)cc1	-8	-5
85	COCc1nc2ccccc2n1Cc1cccc(C)c1	-7	9
86	C=CCNC(=O)CSc1nnc(-c2ccccn2)n1-c1ccccc1OC	-2	18
87	Cc1cn(C)nc1C(=O)Nc1nc(-c2ccc(Cl)cc2)cs1	-33	7
88	O=C(O)c1c2c(nc3ccc(Br)cc13)CCCC2	14	14
89	O=C(CCN1CCCC1)N1N=C(c2cccs2)CC1c1cccs1 (centres undefined)	3	6
90	CCCCCOC(=O)c1ccc(NC(=O)c2ccc(I)c([N+](=O)[O-])c2)cc1	-6	11
91	O=[N+]([O-])c1ccc(C(O)CNC(=S)NC2CC3CCC2C3)cc1 (centres undefined)	7	0
92	COc1ccc(CCNC(=O)c2cccc(-c3c(C)nn(C)c3C)n2)cc1	-4	10

nr	FBW7 activator	GPR151 activ
81	0.0	1.9
82	-0.2	1.7
83	0.2	0.0
84	0.1	-1.0
85	0.8	0.3
86	0.2	-1.3
87	-0.1	-0.6
88	0.2	1.4
89	0.0	0.7
90	0.2	-1.3
91	0.0	0.9
92	0.1	-1.3
